M. tuberculosis GlmU: inhibition of mycobacterial GlmU enzyme – biochemical, glucosamine-1-phosphate acetyltransferase (AID 1376) | M. tuberculosis GlmU acetyltransferase enzyme assay; higher % means a stronger effect | one-dose inhibition, %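 (tested at 30 µM in the primary screen)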; IC50 in µM for titrated hits | 0.25% of 220,000 active; in the data active = inhibition above about 13%;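 also: 0% = complete reaction with vehicle and 100% = reaction without substrate; strong numbers were not always called active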
Mtb RmlCD inh: M. tuberculosis RmlC/RmlD inhibition; 0.03% of 160,000 active; RmlC+RmlD coupled enzyme assay, percent inhibition; primary screen in compound mixtures; inhibition, % at 3.6 µM; AID 1533; P9WH09+P9WH11; in the data active = inhibition mostly above about 34%, no sharp cut-off; also: some results filed as inactive read as strong as hits
Target sequence (P9WH09 whole entry, looked up): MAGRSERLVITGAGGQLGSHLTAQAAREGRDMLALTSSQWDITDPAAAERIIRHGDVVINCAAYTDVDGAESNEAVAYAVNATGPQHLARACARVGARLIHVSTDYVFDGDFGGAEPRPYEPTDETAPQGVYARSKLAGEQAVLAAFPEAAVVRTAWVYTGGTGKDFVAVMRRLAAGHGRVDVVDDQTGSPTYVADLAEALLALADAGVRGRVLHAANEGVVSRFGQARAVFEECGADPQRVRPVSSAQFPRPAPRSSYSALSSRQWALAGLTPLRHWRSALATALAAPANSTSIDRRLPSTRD
Target sequence (P9WH11 whole entry, looked up): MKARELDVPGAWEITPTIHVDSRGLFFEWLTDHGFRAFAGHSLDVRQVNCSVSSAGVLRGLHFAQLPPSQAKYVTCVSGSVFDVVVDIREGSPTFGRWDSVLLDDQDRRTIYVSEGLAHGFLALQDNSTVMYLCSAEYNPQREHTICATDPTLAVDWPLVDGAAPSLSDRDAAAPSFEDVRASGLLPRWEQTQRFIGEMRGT
An asterisk follows results filed as active; x = no result given. The list is partial. The share of hits here may be higher or lower than overall.

smiles	M. tuberculosis GlmU	Mtb RmlCD inh
COc1cccc(Cn2cccc(NC(=O)Nc3ccccc3C)c2=O)c1	4.6%	-10
COc1cc(/C=C(\C#N)c2nc3ccccc3n2C)cc(OC)c1O	2.0%	-8
Cc1cs/c(=N\N=C\c2cccc([N+](=O)[O-])c2)n1Cc1ccco1	4.0%	6
CC(C)n1c(O)c(N=NC(=O)Cc2csc(N3CCOCC3)n2)c2ccccc21	1.0%	1
CC(=O)c1c(C)nc(-c2ccccc2)nc1NC(=O)C(C)C	3.2%	x
CCOc1ccc(S(=O)(=O)N2CCN(C(=O)c3cc4c(s3)CCCC4)CC2)cc1	1.5%	5
COc1ccc2[nH]c3c(C)c4ccncc4c(C)c3c2c1	2.3%	x
O=C(COC(=O)Cc1ccc(Cl)cc1)Nc1ccc(OC(F)F)cc1	-1.0%	7
CSCCC(NC(=O)/C(=C/c1ccc2c(c1)OCO2)NC(=O)c1cccc([N+](=O)[O-])c1)C(=O)O (stereo unspecified)	1.2%	-8
COc1ccc(NC(=O)CN(C)CC(=O)Nc2cccc(F)c2)cc1Cl	2.0%	-7
O=C(CCN1CCCCC1)N/N=C/c1c[nH]c2ccccc12	-3.8%	-2
CCn1c(SCC(=O)N/N=C/C=C\c2ccccc2[N+](=O)[O-])nc2ccccc21	3.3%	12

Single values from the list:
`CCOc1ccc(S(=O)(=O)N2CCN(C(=O)c3cc4c(s3)CCCC4)CC2)cc1` in Mtb RmlCD inh is listed with 5
`CC(=O)c1c(C)nc(-c2ccccc2)nc1NC(=O)C(C)C` in M. tuberculosis GlmU is listed with 3.2%
`O=C(CCN1CCCCC1)N/N=C/c1c[nH]c2ccccc12` in M. tuberculosis GlmU is listed with -3.8%

More records follow:
smiles	M. tuberculosis GlmU	Mtb RmlCD inh
Cc1cc(C)c(C#N)c(SCC2COc3ccccc3O2)n1 (stereo unspecified)	3.6%	x
CC(=O)c1c(C)nc2nonc2c1N	x	-3
Cc1nn(CC2CC2)c(=O)n1N(C)c1ncc(C(F)(F)F)cc1Cl	-0.5%	-10
CCCNC(=O)CSc1nccn1Cc1ccco1	-2.0%	10
CCN(CC)S(=O)(=O)c1cccc(NC(=O)/C=C/c2ccc([N+](=O)[O-])cc2)c1	-2.1%	18
O=C(NC1CC1)c1ccc(C2SCC(=O)N2Cc2ccccc2)cc1 (stereo unspecified)	-4.0%	x
CCn1c(/C=N/Nc2ccc(C(=O)O)cc2)nc2ccccc21	-2.8%	61
CC(=O)NC12CC3CC(C1)CC(C(=O)OCC(=O)Nc1ncc(Cl)c(C)c1Cl)(C3)C2	-0.3%	x
Cc1ccc(NC(=O)Nc2ccc(F)cc2F)c(OC(F)F)c1	0.8%	-10
COC(=O)CCC(=O)Nc1cccc(Cl)c1	-1.3%	9
COc1ccccc1NC(=O)CN1CCC(n2c(C)nc3cc(F)ccc32)CC1	2.1%	x
Cc1ccsc1C(=O)OCc1nc2ccccc2c(=O)[nH]1	0.9%	8
O=S(=O)(Nc1nc2ccccc2[nH]1)c1ccc2ccccc2c1	-2.4%	-6
Cc1cc(C(=O)CSCCCn2c(=O)[nH]c3ccccc32)c(C)n1C	0.1%	-9
O=C(C1CC1)N1CCc2cc(S(=O)(=O)NC3CCN(Cc4ccccc4)CC3)ccc21	x	-6
CNC(=O)Oc1ccc2c(c1)[C@]1(C)CCN(C)C1N2C (stereo partly specified)	6.0%	x
CCCCn1nnnc1NCc1cc(OC)c(OC)c(OC)c1	-4.9%	4
Cn1c(=O)cc(OCC(=O)NCc2cccs2)c2ccccc21	1.7%	7
CC(C)NC(=S)NN=C1CCCCCCCCCCC1	-4.0%	x
OC(CNCC#Cc1ccccc1)c1ccccc1 (stereo unspecified)	2.0%	4
O=C(Nc1ccccc1)C1CCCCC1	6.0%	x
CCn1c(-c2ccc(N(C)C)cc2)nc2ccccc21	13%*	24
CC(C)(C)c1ccc(C(=O)c2c[nH]c(C(=O)NCCc3ccccn3)c2)cc1	-2.3%	5
COC(=O)c1ccccc1OP(=O)(c1cccc([N+](=O)[O-])c1)c1cccc([N+](=O)[O-])c1	3.8%	18
CNC(=O)c1ccc(Nc2nnc(-c3ccc(C)c(S(=O)(=O)NCC4CCCO4)c3)c3ccccc23)cc1 (stereo unspecified)	0.2%	-10
CN(C1CCCCC1)S(=O)(=O)c1ccc(S(=O)(=O)N2CCCC2)cc1	2.8%	18
NC(=O)COc1ccccc1C(=O)O	1.2%	-9
O=C(C1CCC1)N(CCc1ccccc1)Cc1nc2ccccc2c(=O)[nH]1	0.5%	-7
O=C(Cn1cnc2c(cnn2-c2ccc(F)cc2)c1=O)OCc1ccccc1	-4.7%	x
CCCCCCCCNC(=S)NCCN1CCCCC1	-7.4%	-11
Clc1cnc2nc(SC/C=C/c3ccccc3)[nH]c2c1	-7.3%	9
Cc1ccc(/C=N/NC(=O)CNC(=O)c2ccc(S(=O)(=O)N(C)C)cc2)cc1	3.0%	16
CC(=O)Nc1ccc(S(=O)(=O)Nc2nc3n(n2)C(c2ccccc2)CC(=O)N3)cc1 (stereo unspecified)	3.6%	x
CCC(=O)Nc1nc2n(n1)C(c1ccc(OC)cc1)C=C(c1ccccc1)N2 (stereo unspecified)	-1.2%	-6
Cc1c(S(=O)(=O)Nc2ccc3c(c2)OCCO3)c(=O)n(C)c(=O)n1C	7.2%	0
Cn1c(N)c(C(=O)COC(=O)c2cccnc2Cl)c(=O)n(C)c1=O	0.3%	4
CN(C(=O)CN1CCC(NC(=O)C2CCCCC2)CC1)C1CCCCC1	3.3%	x
CC1=C(C(=O)OC(C)C)C(C)C(C(=O)OC(C)C)=C(C)N1	-1.2%	6
CC(C)Oc1ccc(C2NC(=O)NC2=O)cc1 (stereo unspecified)	15%*	-18
Cc1ccc(NC(=S)N(CCN2CCCCC2)Cc2ccco2)cc1C	3.2%	3
CN1CCN(NC(=S)Nc2ccccc2)CC1	6.5%	5
O=C(CNS(=O)(=O)c1ccc(Br)cc1)OCc1cc(=O)n2cc(Br)ccc2n1	2.0%	x
c1ccc2c(Nc3nc4c(s3)CCCC4)cccc2c1	-1.1%	x
CCOC(=O)C1CCCN(c2c(NCCCN3CCCC(C)C3)c(=O)c2=O)C1 (stereo unspecified)	2.1%	-10
CN1C(=O)CC(NNC(=O)c2ccc(Cl)cc2)C1=O (stereo unspecified)	-5.4%	x
CC(=O)c1cccc(S(=O)(=O)NCC2CCCCC2)c1	-2.5%	-13
COc1ccc(CCCC(=O)N/N=C\c2cccs2)cc1	6.2%	2
c1ccc(Cn2nnnc2C(c2cccs2)N2CCCCCC2)cc1 (stereo unspecified)	2.2%	3

Other compounds
SMILES | M. tuberculosis GlmU | Mtb RmlCD inh
Cc1ccccc1-n1c(Cn2c(=O)sc3ccccc32)nnc1SCC(=O)Nc1nccs1 | 0.6% | 3
CCOC(=O)C1ON2CCCCC2C1(O)C(F)(F)F (stereo unspecified) | 2.3% | -13
COCCN(CC(=O)NC1CCCCC1)C(=O)c1csnn1 | 0.3% | -22
CC1CCCCC1NC(=O)COC(=O)COc1ccc(Cl)cc1 (stereo unspecified) | 1.1% | x
C/C(CCN1CCCCc2nc(C)c(C)cc21)=N\OC[C@@H](O)[C@H]1O[C@@H]2OC(C)(C)O[C@@H]2[C@H]1O | 3.6% | x
CC(=O)N/C(N)=N/c1nc(=O)c2ccccc2s1 | 1.0% | -6
COc1ccc(/C(O)=C2/C(=O)C(=O)N(CCN(C)C)C2c2cccnc2)cc1OC (stereo unspecified) | -3.1% | -2
O=C(COc1ccccc1)Nc1nn[nH]n1 | 1.4% | -8

Of the compounds above, these have a COOH group.
SMILES | M. tuberculosis GlmU | Mtb RmlCD inh
CSCCC(NC(=O)/C(=C/c1ccc2c(c1)OCO2)NC(=O)c1cccc([N+](=O)[O-])c1)C(=O)O (stereo unspecified) | 1.2% | -8
CCn1c(/C=N/Nc2ccc(C(=O)O)cc2)nc2ccccc21 | -2.8% | 61
NC(=O)COc1ccccc1C(=O)O | 1.2% | -9

Later entries
SMILES | M. tuberculosis GlmU | Mtb RmlCD inh
Cc1ccc(-c2nn(-c3ccccc3)cc2C(=O)NN2CCN(C)CC2)cc1 | 8.0% | -6
COc1cccc(Oc2cn[nH]c2-c2ccc(O)cc2O)c1 | 3.3% | -4
CCCCn1c(SCC(=O)N2CC(=O)Nc3ccccc32)nnc1-c1ccoc1C | 5.3% | x
CCNc1nc(NCC)nc(OCCNS(=O)(=O)c2cc(C)ccc2C)n1 | 2.7% | -2
COCCCn1c2nc3ccccc3nc2c2c(=O)n(-c3ccccc3OC)cnc21 | 0.2% | 18
CCN(CC)S(=O)(=O)c1ccc(NC(=O)c2ccccc2N(C)S(C)(=O)=O)cc1 | 0.8% | -8
Cc1cc(C(=O)N/N=C/c2cc(Cl)cc([N+](=O)[O-])c2O)n[nH]1 | 5.8% | -16
O=C(Nc1ccc(Cl)cc1)Nc1ccc(N2CCC(C(F)(F)F)CC2)nc1 | -1.8% | -11
COc1cc2c(cc1OC)-c1nnc(-c3cccs3)n1C1(CCCC1)C2 | -3.0% | x
O=C(OCc1nc2ccccc2s1)[C@@H]1CCCN1S(=O)(=O)c1ccccc1F | -7.1% | 5
O=C1CC(c2ccccc2)CC(O)=C1C=NCCCN1CCOCC1 (stereo unspecified) | -6.3% | 14
O=C(NCCN1CCOCC1)c1cccnc1SCc1ccccc1Cl | -4.0% | -3
Cc1nn(CC2CC2)c(=O)n1-c1ccc(F)cc1 | -2.6% | 3
CC1(C)Nc2ccc(O)cc2-c2c1ssc2=S | 3.4% | x
CCOC(=O)C1CCN(C(=O)C2CCN(S(=O)(=O)c3c(C)noc3C)CC2)CC1 | -5.7% | x
Cc1nn(-c2ccc(Cl)nn2)c(=O)c2ccccc12 | 1.4% | 4
CC(C)Cc1cc(C(=O)Nc2ccc(Br)cc2)no1 | 7.2% | -46
O=c1c2ccccc2nc(-c2ccccc2Cl)n1O | -0.4% | 2
CCCCCc1cc(=O)oc2c(C(CCN3CCCCC3)c3ccc(OC)cc3)c(OC)cc(OC)c12 (stereo unspecified) | -7.4% | x
COc1cccc(-c2nc(S(=O)(=O)c3ccccc3)c(N3CCOCC3)o2)c1 | 1.4% | 8
COc1cc(SC)ccc1C(=O)NCCOc1c(C)cc(C)cc1C | 1.5% | 9
CCC(=O)Nc1c(S(=O)(=O)c2ccccc2)c2nc3ccccc3nc2n1Cc1ccccc1 | 1.6% | -5
Cc1c(/C=N/NC(=O)COc2ccccc2[N+](=O)[O-])c2ccccc2n1C | 0.1% | -9
CCC(Sc1nc2cc(OC)c(OC)cc2c(=O)n1CCc1ccc(OC)c(OC)c1)C(=O)NCCOC (stereo unspecified) | -3.7% | 6

Complete entries as entered above. Screens in order: M. tuberculosis GlmU	Mtb RmlCD inh
Shown for O=c1c2ccccc2nc(-c2ccccc2Cl)n1O → -0.4%	2
Shown for CCCCCc1cc(=O)oc2c(C(CCN3CCCCC3)c3ccc(OC)cc3)c(OC)cc(OC)c12 (stereo unspecified) → -7.4%	x
Shown for Cc1c(/C=N/NC(=O)COc2ccccc2[N+](=O)[O-])c2ccccc2n1C → 0.1%	-9

(more compounds)
SMILES | M. tuberculosis GlmU | Mtb RmlCD inh
C=C1CSc2nc(=O)c3c4c(sc3n21)CCCC4 | 1.1% | -13
NC(=O)c1ccc(NC(=O)COC(=O)C2(c3ccccc3F)CCCC2)cc1 | 0.0% | 9
CCOC(=O)c1c(C)[nH]c(C(=O)COC(=O)c2ccccc2NC(=O)c2ccco2)c1C | -1.4% | -3
CC(C)(C)C(=O)O/N=C(\N)c1ccc(Oc2cc(Cl)cc(Cl)c2)c([N+](=O)[O-])c1 | -3.5% | 8
Cn1nccc1C(=O)c1ccc(Cl)cc1 | -3.8% | 7
O=C(Cc1ccccc1)NN1C(=O)C2C3C=CC(C3)[C@@H]2C1=O (stereo partly specified) | 5.0% | 7
CCOc1ccc(NC(=O)CN2CCN(CC(=O)Nc3cccc(F)c3)CC2)cc1 | 0.6% | -2
Cn1c(=O)n(CCc2ccccc2)c(=O)c2c1ncn2Cc1ccccc1 | 6.4% | x
Cc1cc(C)n(-c2nnc(C)n2N)n1 | -0.1% | -3
NC(=O)c1cc2n(n1)C(C(F)(F)F)CC(c1ccco1)N2 (stereo unspecified) | -1.3% | -4
Cc1cccc(S(=O)(=O)N2CCC(CO)(Cc3ccccc3)CC2)c1 | 2.9% | -11
CCCCc1ccc(NC(=S)Nc2ccc(Cl)c(S(=O)(=O)N(C)C)c2)cc1 | 0.8% | 2
C=CCNC(=O)c1ccccc1NC(=O)c1cccc2ccccc12 | -2.9% | 6
Cc1nc(=S)n(-c2ccccc2)[nH]1 | 1.5% | 13
CCC1(C)CC(c2nc(-c3ccc(OC)cc3)cs2)CCS1 (stereo unspecified) | -1.7% | 14
CC(C)(C)C1CCC(OC(=O)CCC(=O)Nc2ccccc2)CC1 (stereo unspecified) | 1.4% | 5
CCC(C)[C@H](NC(=O)NC1CC1)C(=O)O (stereo partly specified) | 1.9% | x
COc1ccc(C(C(C(=O)c2ccco2)N2CCOCC2)N2CCOCC2)cc1 (stereo unspecified) | -1.6% | 38
Cc1cccc(-c2nnc(SCC3CNC(=O)O3)n2-c2ccc(Cl)cc2)c1 (stereo unspecified) | 5.0% | 4
CC(C)CCN(C(=O)Cc1ccccc1F)c1c(N)n(Cc2ccccc2)c(=O)[nH]c1=O | -3.1% | 12
COC(=O)c1sc(N)c(C(=O)OC)c1COC(=O)C1CC(=O)N(Cc2ccco2)C1 (stereo unspecified) | 7.6% | -7

Screens: PubChem, several laboratories
